PP5 inh: PP5 (human) phosphatase inhibition; purified PP5c, OMFP substrate fluorescence; inhibition, % at 6.7 µM; 320,000 tested, 0.18% active; AID 1987;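 active = inhibition above the campaign's mean inhibition across all tested compounds plus 3 SD, cut at about 9.5% in these data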;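 also: 0% = DMSO only and 100% = 100 µM cantharidin control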
Target sequence (P53041 whole entry, looked up): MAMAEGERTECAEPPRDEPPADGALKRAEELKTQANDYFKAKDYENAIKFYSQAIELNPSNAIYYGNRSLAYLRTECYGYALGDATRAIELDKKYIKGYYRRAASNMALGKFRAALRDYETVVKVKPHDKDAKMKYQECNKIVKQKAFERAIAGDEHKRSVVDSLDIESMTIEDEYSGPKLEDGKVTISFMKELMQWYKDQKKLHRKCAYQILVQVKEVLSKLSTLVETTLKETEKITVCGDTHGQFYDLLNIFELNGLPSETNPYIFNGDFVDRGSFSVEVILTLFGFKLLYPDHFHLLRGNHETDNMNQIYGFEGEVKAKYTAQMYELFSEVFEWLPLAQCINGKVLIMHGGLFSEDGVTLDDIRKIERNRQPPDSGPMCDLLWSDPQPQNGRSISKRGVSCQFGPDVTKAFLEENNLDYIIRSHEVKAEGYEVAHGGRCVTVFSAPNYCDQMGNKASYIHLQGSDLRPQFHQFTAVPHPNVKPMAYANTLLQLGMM
PP1 inh: blocks human PP1-alpha phosphatase, a PP5 counter-screen | 320,000 tested, 0.9% active | P62136 | purified PP1alpha, OMFP fluorescence | inhibition, % at 6.7 µM;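 active = inhibition above the mean inhibition of all tested compounds plus 3 SD, computed separately for each screening campaign, cut at about 15% in these data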
EBNA-1 inh: blocks EBNA-1 binding to DNA | EBNA-1 DNA binding, fluorescence polarization | inhibition, % at 14.8 µM | 300,000 tested, 0.34% active; in the data active = inhibition above about 28%
ZTA counter: blocks Epstein-Barr virus ZTA, an EBNA-1 counter-screen. P03206. ZTA-DNA binding, fluorescence polarization. inhibition, % at 11 µM. 320,000 tested, 0.15% active. AID 2234; in the data active = inhibition above about 33%
TPT1 inh: inhibitors of Candida albicans tRNA 2'-phosphotransferase TPT1. recombinant caTPT1, FP RNA substrate dephosphorylation. 300,000 tested, 0.81% active. AID 1962. inhibition, % at 5 µM;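 active = inhibition above the mean of all tested compounds plus 3 SD, set per screening campaign, cut at about 24% in these data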;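 also: plate controls were DMSO alone for no effect and ferristatin control at 100 nM for full effect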
Yeast superoxide: caloric restriction mimetics inhibiting age-related superoxide in yeast | superoxide response (% of plate mean), % at 10 µM | 330,000 tested, 0.18% active | S. cerevisiae aged cells, superoxide DHE fluorescence; hits give low values;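 active = superoxide response under a set limit, about three screen SD below normal, cut at about 65% in these data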;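 also: yeast aged for seven days with compound at 30 °C before DHE staining; 100% = average MFI of all compound-treated wells on the plate with controls excluded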
HCV core dimer: blocks dimerization of HCV core protein | TR-FRET GST/Flag-core106 dimerization, 1536-well | inhibition, % at 5 µM | 300,000 tested, 0.33% active | AID 1899;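 active = inhibition above the mean of all tested compounds plus 3 SD, set per screening campaign, cut at about 45% in these data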
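Assay system – GST-tagged and Flag-tagged HCV core protein residues 1-106 · Quantity – core106 proteins, GST 13.5 nM and Flag 17 nM · Benchmarks – unlabelled core106 and no-GST-core106 wells · Read-out basis – percent inhibition of core106 dimerization signal · Detection – time-resolved FRET, ex 340 nm, em 617 and 671 nm · Schedule – 4 h at 22.5 °C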
Fh CTSL1 inh: cathepsin L1 inhibition, PFM18AAP counter-screen; recombinant F. hepatica cathepsin L1, Z-Leu-Arg-MCA fluorescence; inhibition, % at 5.96 µM; 300,000 tested, 0.49% active; AID 1906;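 active = inhibition above the mean of all tested compounds plus 3 SD, set per screening campaign, cut at about 17% in these data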;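 also: 0% = plate median of test compound wells and 100% = 1 µM Z-Phe-Ala-diazomethylketone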
JMJD2C inh: blocks human GASC-1 demethylase activity. AID 2099. GST-JMJD2C(1-420) H3K9me3 demethylation, DELFIA europium. Q9H3R0. inhibition, % at 2.35 µM. 330,000 tested, 0.069% active;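 active = more than half of a compound's replicate wells show inhibition beyond 50%, single wells judged on their own value; inconclusive = some, but no more than half, of replicates pass 50% inhibition; inactive = no replicate passes 50% inhibition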;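 also: signal counts dimethyl H3K9 product captured on neutravidin plate; 0% = median of DMSO wells and 100% = 0.3 times that DMSO median; strong numbers were not always called active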
Target sequence (Q9H3R0 1-420 limits assumed): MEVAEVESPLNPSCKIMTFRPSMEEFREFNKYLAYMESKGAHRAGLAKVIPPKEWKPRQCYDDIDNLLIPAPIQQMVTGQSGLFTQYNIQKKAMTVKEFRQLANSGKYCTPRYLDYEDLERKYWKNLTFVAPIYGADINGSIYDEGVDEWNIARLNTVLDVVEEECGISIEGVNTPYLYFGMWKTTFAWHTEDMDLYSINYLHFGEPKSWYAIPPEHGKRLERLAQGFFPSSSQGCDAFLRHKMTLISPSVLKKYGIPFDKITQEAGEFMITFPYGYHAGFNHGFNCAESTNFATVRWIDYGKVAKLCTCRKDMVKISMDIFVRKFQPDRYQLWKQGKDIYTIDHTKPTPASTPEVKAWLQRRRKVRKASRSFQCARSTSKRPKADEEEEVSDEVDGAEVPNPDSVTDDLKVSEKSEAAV
Starred values were filed as active, the others as inactive; ? = inconclusive; . = not tested or not shown.

(1) Cc1ccc(CNC(=O)CS(=O)Cc2nc(-c3ccccc3Cl)oc2C)cc1 (configuration not stated)
(2) Cc1ccc(N(C(C)C(=O)Nc2c(C)n(C)n(-c3ccccc3)c2=O)S(C)(=O)=O)cc1C (configuration not stated)
(3) Cc1ccc(NC(=O)c2ccc3c(c2)NC(=O)CS3)nc1
(4) COc1ccc(Cl)cc1NC(=S)NC1CCCC1
(5) Nc1cc(N)cc(-c2nc3ccccc3[nH]2)c1
(6) CC(CN(C)Cc1ccccc1)OC(=O)c1ccccc1F (configuration not stated)
(7) COc1ccc(C(=O)Nc2nc(C)cc(C)n2)cc1
(8) N=c1n(Cc2ccc(Cl)cc2)c2ccccc2n1CC(O)COc1ccccc1 (configuration not stated)
Compound	1	2	3	4	5	6	7	8
PP5 inh	1.6	1.3	-2.1	1.9	-0.1	0.6	1.4	1.3
PP1 inh	-2	-2	-6	3	5	0	-3	13
EBNA-1 inh	2	-13	3	-12	0	6	-7	-14
ZTA counter	-2	12	-14	-16	9	-3	0	-21
TPT1 inh	0	-1	3	-1	6	-1	3	0
Yeast superoxide	105	97	101	98	102	91	106	107
HCV core dimer	5	-4	-9	-2	-9	0	-2	-8
Fh CTSL1 inh	1	4	3	-2	-1	-3	-2	-1
JMJD2C inh	0	4	-10	-11	6	0	-11	-19

Overlap with the part before: four compounds, followed by the next part.
(5) Nc1cc(N)cc(-c2nc3ccccc3[nH]2)c1
(6) CC(CN(C)Cc1ccccc1)OC(=O)c1ccccc1F (configuration not stated)
(7) COc1ccc(C(=O)Nc2nc(C)cc(C)n2)cc1
(8) N=c1n(Cc2ccc(Cl)cc2)c2ccccc2n1CC(O)COc1ccccc1 (configuration not stated)
(9) CC(=O)Oc1ccc2c(=O)c(N3C(=O)c4ccccc4C3=O)c(C)oc2c1
(10) Cc1noc(C)c1C(=O)OCC(=O)Nc1cc(Cl)ccc1Oc1ccccc1
(11) CSCCC(NC(=O)c1ccccc1)C(=O)N1CC=C(c2ccccc2)CC1 (configuration not stated)
(12) COc1ccccc1N1CCN(C2CCCN(S(=O)(=O)c3ccccc3)C2)CC1 (configuration not stated)
(13) O=C(OCCN1CCCCC1)c1c[nH]c2ccccc12
(14) CCCn1c(N)c(C(=O)CN2CCc3ccccc3C2)c(=O)n(C)c1=O
(15) COc1cccc(C(=O)N2CCN(Cc3ccccc3[N+](=O)[O-])CC2)c1
(16) CCn1c(Cc2ccccc2)nnc1SCC(=O)c1c(N)n(C2CC2)c(=O)[nH]c1=O
Compound	5	6	7	8	9	10	11	12	13	14	15	16
PP5 inh	-0.1	0.6	1.4	1.3	-0.4	2.8	-0.8	3.9	1.3	-2.7	1.7	-0.1
PP1 inh	5	0	-3	13	-3	1	-4	-5	1	4	2	-1
EBNA-1 inh	0	6	-7	-14	-1	-11	-11	1	3	0	-2	.
ZTA counter	9	-3	0	-21	2	16	-7	7	1	-11	12	3
TPT1 inh	6	-1	3	0	-2	-1	-2	0	0	-2	3	.
Yeast superoxide	102	91	106	107	107	102	93	95	104	101	117	98
HCV core dimer	-9	0	-2	-8	-2	8	8	-8	-5	-5	-3	.
Fh CTSL1 inh	-1	-3	-2	-1	-6	3	-2	1	0	1	0	.
JMJD2C inh	6	0	-11	-19	8	-21	-9	-13	.	-9	-8	-10

(17) Cc1cc(C(=O)NCCCN2CCN(c3cc(Cl)ccc3C)CC2)n(-c2ccccc2)n1
(18) O=C(COc1ccc(F)cc1)Nc1nccs1
(19) COC(=O)c1ccc2c(=O)n(CCCCCC(=O)NCc3ccc4c(c3)OCO4)c(=O)[nH]c2c1
(20) O=C(N/N=C/c1ccc(Cl)cc1)C(=O)N1CCCCCC1
(21) COc1ccc(CNC(=O)CSc2n[nH]c(N)n2)cc1
(22) Cc1ccc(C(NC(=O)NC(C)c2ccccc2)C(Cl)(Cl)Cl)cc1F (configuration not stated)
(23) CCCN(CC(=O)Nc1ccccc1OC)C(=O)c1ccc2ncsc2c1
(24) CCOc1ccc(C(=O)NCC(=O)Nc2cc(C)ccn2)cc1OCC
Compound	17	18	19	20	21	22	23	24
PP5 inh	-0.6	0.3	-1.6	-1.1	2.4	2.4	1.9	-0.7
PP1 inh	5	0	-7	-3	-2	4	1	-2
EBNA-1 inh	-6	14	63*	11	7	0	.	.
ZTA counter	-13	2	0	13	8	-14	13	10
TPT1 inh	-4	-2	1	-3	1	-1	.	.
Yeast superoxide	105	96	105	93	105	99	130	100
HCV core dimer	24	0	3	1	8	2	.	.
Fh CTSL1 inh	12	-3	-1	2	6	2	.	.
JMJD2C inh	-5	3	-9	-15	4	14	.	-39

(25) Cc1ccc(NC(=O)CN(C)C(=O)c2ccccc2Sc2ccccc2C#N)cc1
(26) O=C(COC(=O)c1ccco1)Nc1nc2c(F)c(F)c(F)cc2s1
(27) CCOC(=O)Cc1csc(NC(=S)NC(=O)c2cccc([N+](=O)[O-])c2)n1
(28) CC1CCN(c2cc(N3CCOCC3)c([N+](=O)[O-])cc2F)CC1
(29) Nc1ccc2c(c1)C(=O)Cc1ccccc1S2
(30) Cc1ccc(CC(=O)CCc2ccccc2)cc1
(31) O=[N+]([O-])c1ccccc1S(=O)(=O)Oc1ccccc1/C=N/n1cnnc1
(32) CC(=O)Nc1ccc(NS(=O)(=O)c2cc(Cl)ccc2Cl)cc1
Compound	25	26	27	28	29	30	31	32
PP5 inh	2.8	-0.3	1.3	3.5	1.2	3.0	1.0	-2.1
PP1 inh	-9	0	-1	4	-1	1	-1	-5
EBNA-1 inh	-12	-2	-10	8	-2	-5	4	9
ZTA counter	4	-10	6	-4	7	2	-13	6
TPT1 inh	2	9	1	-2	2	34*	-2	5
Yeast superoxide	126	102	100	94	95	97	103	101
HCV core dimer	1	4	-6	-4	19	3	-3	-2
Fh CTSL1 inh	1	-2	3	3	-2	0	-5	0
JMJD2C inh	-1	-8	8	4	6	3	-16	-3

One compound at a time, as listed above. Values in the order: PP5 inh | PP1 inh | EBNA-1 inh | ZTA counter | TPT1 inh | Yeast superoxide | HCV core dimer | Fh CTSL1 inh | JMJD2C inh
CCOC(=O)Cc1csc(NC(=S)NC(=O)c2cccc([N+](=O)[O-])c2)n1 is listed with 1.3 | -1 | -10 | 6 | 1 | 100 | -6 | 3 | 8
CC(=O)Nc1ccc(NS(=O)(=O)c2cc(Cl)ccc2Cl)cc1 is listed with -2.1 | -5 | 9 | 6 | 5 | 101 | -2 | 0 | -3

Other results
(33) CCOc1cc(C(=O)O)cc(Cl)c1OC
(34) COC(=O)C(Cc1ccccc1)NC(=S)NC(=O)c1ccccc1 (configuration not stated)
(35) CN(CC(=O)Nc1cccc(F)c1)C(=O)C1CCN(S(=O)(=O)c2ccc3c(c2)OCCO3)CC1
(36) Cc1c(NC(=O)c2noc3c2CCc2ccccc2-3)c(=O)n(-c2ccccc2)n1C
(37) CN(C)S(=O)(=O)c1ccc(Cl)c(NC(=O)CN2CCN(Cc3ccc4c(c3)OCO4)CC2)c1
(38) O=C(Nc1ccc(N2CCOCC2)cc1)c1cccc2ccccc12
(39) COc1cccc(CNC(=O)N2CCN(S(=O)(=O)c3ccc(C)cc3)CC2)c1
(40) CCN(CC)S(=O)(=O)c1cc(C(=O)N=c2sccn2C)ccc1OC
Compound	33	34	35	36	37	38	39	40
PP5 inh	0.2	3.2	-0.6	-0.9	1.4	-0.9	5.4	0.1
PP1 inh	1	-4	1	1	-2	4	2	-3
EBNA-1 inh	-1	7	5	-9	-10	9	2	2
ZTA counter	8	-12	-3	10	4	-2	5	4
TPT1 inh	-5	-2	-2	3	0	-3	2	-2
Yeast superoxide	98	108	92	104	98	96	92	85
HCV core dimer	-6	3	3	2	1	3	-5	-1
Fh CTSL1 inh	-3	-4	10	2	3	-3	-1	-4
JMJD2C inh	2	6	?	11	-12	-2	-1	0

(41) O=C(N/N=C/c1cccs1)C1CC(=O)N(c2ccccc2)C1 (configuration not stated)
(42) Cc1ccc(-n2c(N)c(C(N)=O)sc2=S)cc1
(43) CC(C)C(=O)Nc1nnn(C)n1
(44) O=C(NCc1cccs1)C1CC(=O)N(C2CCCC2)C1 (configuration not stated)
(45) O=C1CC(NNc2ccccc2)C(=O)N1c1cccc(Cl)c1 (configuration not stated)
(46) CCOc1cc(S(=O)(=O)N(CC)CC)ccc1Cl
(47) COc1ccccc1CNC(=O)CN1C(=O)NC(C)(c2ccc(C)cc2)C1=O (configuration not stated)
(48) CC1=C(C(=O)OCc2ccccc2)C(c2cccnc2)n2nnnc2N1 (configuration not stated)
Compound	41	42	43	44	45	46	47	48
PP5 inh	-1.3	1.9	0.0	2.3	3.0	1.7	-4.2	2.6
PP1 inh	-2	-2	1	-6	0	3	8	-2
EBNA-1 inh	6	-6	9	-1	-21	-2	-10	-1
ZTA counter	16	13	1	-13	13	5	1	-8
TPT1 inh	-2	3	-1	2	-2	0	-3	-1
Yeast superoxide	97	104	91	91	91	103	89	74
HCV core dimer	6	-9	1	-3	3	4	-7	-3
Fh CTSL1 inh	0	-1	-2	-3	2	0	-11	-2
JMJD2C inh	-15	1	11	1	-17	4	-8	-14

(49) CCOC(=O)N1CCC(N2Cc3cccc(C(=O)N4CCN(c5cccc(Cl)c5)CC4)c3C2=O)CC1
(50) CC(C(=O)Nc1ccccc1)N(C)Cc1cccs1 (configuration not stated)
(51) CCOC(=O)c1cnn(-c2nc3c(C)cccc3s2)c1C
(52) COc1ccc(CN2CCNC(=O)C2CC(=O)NC2CCCCCC2)c(F)c1 (configuration not stated)
(53) COc1ccc(Br)cc1CNC(=O)CCCc1cn(C)c2ccccc12
(54) O=C(NCc1ccccc1)Nc1cccn(Cc2ccccc2)c1=O
(55) Cc1cc(NC(=O)c2ccc3nc(-c4ccccc4)c(-c4ccccc4)nc3c2)no1
Compound	49	50	51	52	53	54	55
PP5 inh	-0.9	0.2	0.8	-2.4	1.9	1.2	0.2
PP1 inh	-2	1	-3	4	1	0	0
EBNA-1 inh	14	8	0	-1	-16	-6	8
ZTA counter	7	-7	3	10	1	-3	0
TPT1 inh	2	2	2	1	0	3	0
Yeast superoxide	108	95	100	86	106	97	95
HCV core dimer	20	1	0	0	4	-1	13
Fh CTSL1 inh	1	1	4	6	4	-1	2
JMJD2C inh	18	0	6	-6	14	-1	-3
